Vif-A3F inh: blocks the Vif interaction with APOBEC3F; AID 602313; Potency, µM (titrated, usually from 46.1 µM), inactives show at the highest dose activity, negative = active; HeLa A3F-eYFP + Vif (tagged APOBEC3F with the HIV-1 protein that degrades it), YFP fluorescence increase; hit rate 0.2% among 390,000; note: potency is the fitted concentration of half-maximal effect; % of control where 0% means no effect; nearly all actives have a fitted effect of over 65% in size
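Fluorescence increase (Ex 488/Em 500-530) after overnight compound treatment at 37 deg C flags inhibition of Vif-driven A3F-eYFP loss in stable HeLa A3F-eYFP/Vif cells seeded overnight beforehand.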
USP1-UAF1 inh: USP1/UAF1 (human) deubiquitinase inhibition; recombinant USP1/UAF1, Ub-Rhodamine cleavage fluorescence; Potency, µM (highest dose often 57.1 µM), for the others: at the top dose activity change, negative = inhibition, hits mostly inhibitors; hit rate 0.23% among 390,000; O94782; note: potency is the fitted concentration of half-maximal effect; % is set by controls: 0 for no effect and ±100 for the full control effect; nearly all actives have a fitted effect of over 60% in size; inactives centre near -12
Target sequence (O94782 whole entry, looked up): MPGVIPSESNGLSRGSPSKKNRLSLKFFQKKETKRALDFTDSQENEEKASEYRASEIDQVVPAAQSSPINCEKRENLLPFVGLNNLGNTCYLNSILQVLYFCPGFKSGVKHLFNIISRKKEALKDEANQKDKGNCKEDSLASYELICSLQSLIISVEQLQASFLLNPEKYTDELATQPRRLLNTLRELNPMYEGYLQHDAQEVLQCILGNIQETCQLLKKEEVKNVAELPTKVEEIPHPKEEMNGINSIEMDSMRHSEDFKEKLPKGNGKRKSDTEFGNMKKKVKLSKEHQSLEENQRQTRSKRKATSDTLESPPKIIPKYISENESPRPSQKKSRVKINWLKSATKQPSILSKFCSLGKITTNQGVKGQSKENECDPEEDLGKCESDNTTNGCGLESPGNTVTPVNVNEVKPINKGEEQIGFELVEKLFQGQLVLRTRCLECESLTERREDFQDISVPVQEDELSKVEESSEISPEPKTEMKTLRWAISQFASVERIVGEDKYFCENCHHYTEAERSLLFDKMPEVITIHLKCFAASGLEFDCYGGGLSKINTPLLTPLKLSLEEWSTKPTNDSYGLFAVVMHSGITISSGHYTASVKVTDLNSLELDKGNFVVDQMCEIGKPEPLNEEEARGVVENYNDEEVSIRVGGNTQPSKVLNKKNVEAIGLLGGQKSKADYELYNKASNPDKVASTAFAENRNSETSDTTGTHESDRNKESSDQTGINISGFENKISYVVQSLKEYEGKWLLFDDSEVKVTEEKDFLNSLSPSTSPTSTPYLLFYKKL
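USP1/UAF1 complex at 1 nM was preincubated with compound for 15 min at room temperature, then Ub-Rho substrate (150nM final) was added. Fluorescence (480/540 nm) was read kinetically, 6 reads every 60 seconds.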
TrxR1 substrate: substrates of rat thioredoxin reductase 1 | Potency, µM (series often up to 114 µM), for the others: at the highest dose activity change, negative = substrate turnover | AID 588456 | O89049 | purified TrxR1 substrate turnover, NADPH consumption readout | hit rate 0.01% among 390,000; note: potency is the fitted concentration of half-maximal effect; % is set by controls: 0 for no effect and ±100 for the full control effect; nearly all actives have a fitted effect of over 50% in size
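Rat TrxR1, dispensed at 90 nM, was prereduced with 400 uM NADPH (final) for 5 min at ~22 deg C, then incubated with compound 15 min before 400 uM selenite. A first-read NADPH fluorescence drop versus no-compound background flagged substrates.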
Vif-APOBEC3G blk: Vif-A3G binding inhibition; Q9HC16; HeLa A3G-eYFP + Vif (tagged APOBEC3G with the HIV-1 protein that degrades it), YFP fluorescence, overnight; Potency, µM (doses to about 46.1 µM), inactives show top-dose activity, negative = active, hits mostly inhibitors; hit rate 0.076% among 410,000;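 note: potency is the fitted concentration of half-maximal effect; % is set by controls: 0 for no effect and ±100 for the full control effect; nearly all actives have a fitted effect of over 60% in size; hits raise eYFP signal because A3G escapes Vif-driven loss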
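HeLa cells stably expressing Vif and C-terminally eYFP-tagged A3G, seeded overnight at 37 deg C, then exposed to compound by pintool overnight at 37 deg C. Rise in yellow fluorescence (Ex 488/Em 500-530, Acumen) marks blocked Vif-driven A3G degradation.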
rTrxR1 inhibitor: rat TrxR1 inhibition; recombinant rTrxR1, NADPH fluorescence consumption, selenite substrate; hit rate 1% among 390,000; O89049; Potency, µM (titrated, usually from 114 µM), inactives show at the top dose activity change, negative = inhibition, most hits filed as inhibitors; note: potency is the fitted concentration of half-maximal effect; % is set by controls: 0 for no effect and ±100 for the full control effect; nearly all actives have a fitted effect of over 65% in size
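Rat TrxR1 (90 nM in the dispensed reagent) was pre-reduced with 400 uM NADPH for 5 min at room temperature, then incubated with compound for 15 min. After 400 uM selenite was added, NADPH fluorescence (Ex 340/Em 450 nm) was followed for 8 min.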
mIDH1 inhibitor: blocks human mutant IDH1 R132H enzyme. Potency, µM (titrated, usually from 76.6 µM), for the others: at the highest dose activity change, negative = inhibition, most hits filed as inhibitors. AID 602179. hit rate 0.093% among 390,000. IDH1-R132H enzyme, NADPH consumption, diaphorase/resazurin fluorescence; note: potency is the fitted concentration of half-maximal effect; % is set by controls: 0 for no effect and ±100 for the full control effect; nearly all actives have a fitted effect of over 65% in size
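IDH1-R132H (0.5 ug/mL) preincubated 30 min with compound, then NADPH (0.016 mM) and alpha-KG (2 mM) added; 80 min at RT, pH 7.5. Remaining NADPH coupled via diaphorase/resazurin to fluorescence (540/590 nm); concentration-response curves normalized to no-enzyme control.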
LDHA block: LDHA (human) enzyme inhibition. purified LDHA, NADH/diaphorase-resazurin fluorescence; hits give low values. activity change, % (values are at about 110 or 230 µM). hit rate 0.15% among 480,000. AID 1347041; in the data active = activity change below about -30%; inconclusive = mostly about -25% to -30%;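 note: plate controls were DMSO wells for no effect and wells without enzyme for full effect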
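Human LDH5 at 2 nM final in Tris HCl pH 7.4 with 0.06 mM NADH and 0.2 mM pyruvate, reacted 5 minutes at room temperature. Remaining NADH coupled via diaphorase/resazurin; resorufin fluorescence read at 0 and 20 minutes, normalized to enzyme-free and DMSO wells.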
Glioma ERSR ind: induces the endoplasmic reticulum stress response in human glioma cells; U87-MG GRP78 promoter luciferase reporter, 16 h; hit rate 0.02% among 420,000; Potency, µM, for the others: at the top dose activation, most hits filed as activators; note: potency is the fitted concentration of half-maximal effect; series mostly up to about 76 µM; % of control where 0% means no effect; nearly all actives have a fitted effect of over 35% in size
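Stably transfected U87-MG glioma cells carrying a GRP78-based luciferase sensor; 16 h compound incubation. Luminescence end-point read 10 min after Bright-Glo addition at room temperature.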
RGS4 inh: blocks human RGS4-accelerated GTP hydrolysis. P49798. Transcreener GDP fluorescence polarization, RGS4-accelerated GTP hydrolysis. Potency, µM (titrated, usually from 114 µM), without a hit: top-dose activity change, negative = inhibition, most hits filed as inhibitors. hit rate 0.039% among 390,000. AID 504845; note: potency is the fitted concentration of half-maximal effect; % is set by controls: 0 for no effect and ±100 for the full control effect; nearly all actives have a fitted effect of over 75% in size; some results filed as inactive show a strong effect at the top dose
Target sequence (P49798 whole entry, looked up): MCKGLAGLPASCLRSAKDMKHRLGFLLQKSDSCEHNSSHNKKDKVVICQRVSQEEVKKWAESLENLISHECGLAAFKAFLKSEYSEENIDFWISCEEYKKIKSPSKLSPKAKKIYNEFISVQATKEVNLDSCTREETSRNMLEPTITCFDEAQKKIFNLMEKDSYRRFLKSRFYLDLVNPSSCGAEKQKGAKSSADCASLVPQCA
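MLSMR compounds (23 nl, pin-transferred) preincubated 10 min at room temperature with a 500nM (2x) first reagent, then RGS4 at 900nM (2x) plus Transcreener GDP mix added; fluorescence polarization (620/688 nm) read before and after 90 min at 30 °C.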
* = called active by the depositor; & = joins results of further samples; [ ] = dose if it differs, or a comment. Unless noted, calls come from the whole dose curve; as a rule, active = well fitted curve in the direction sought with a large enough effect; inconclusive = small, poorly fitted or top-dose-only effect, or another doubt; inactive = no such curve, though single readings can be large; an effect the other way counts as inactive or inconclusive. A portion of the library, so the mix of outcomes need not match the whole.

Screening CC(=O)NC(=S)Nc1cccc([N+](=O)[O-])c1 returned Vif-A3F inh 4%, USP1-UAF1 inh -22%, TrxR1 substrate 4%[57.1 µM], Vif-APOBEC3G blk 0%, rTrxR1 inhibitor 4%[57.1 µM], mIDH1 inhibitor -6%, LDHA block -14, Glioma ERSR ind -4% and RGS4 inh 3%.
For CCCn1c(NC(=O)CCS(=O)(=O)c2ccc(C)cc2)nc2ccccc21 the results were Vif-A3F inh inconclusive, USP1-UAF1 inh 3%, TrxR1 substrate -11%, Vif-APOBEC3G blk -3%, rTrxR1 inhibitor -30%, mIDH1 inhibitor -2%, LDHA block -3, Glioma ERSR ind -2% and RGS4 inh -10%.
For COc1cc2c(cc1OC)CN(C(=S)Nc1c(C)cccc1C)CC2 the results were Vif-A3F inh 3%, USP1-UAF1 inh -3%, TrxR1 substrate -14%, Vif-APOBEC3G blk 0%, rTrxR1 inhibitor -18%, mIDH1 inhibitor 9%, LDHA block -6, Glioma ERSR ind -3% and RGS4 inh -9%.
Screening Cc1ccc(C(=O)c2sc3nsc(C)c3c2N)cc1 returned Vif-A3F inh inconclusive, USP1-UAF1 inh -19%, TrxR1 substrate 9%[57.1 µM], Vif-APOBEC3G blk inconclusive, rTrxR1 inhibitor 9%[57.1 µM], mIDH1 inhibitor 1%, LDHA block -12, Glioma ERSR ind -5% and RGS4 inh -17%.
Cc1ccc(C(=O)NCC(c2ccc(F)cc2)N2CCOCC2)cc1 (stereo unspecified) was read as Vif-A3F inh -15%, USP1-UAF1 inh -18%, TrxR1 substrate 5%, Vif-APOBEC3G blk 2%, rTrxR1 inhibitor 24%, mIDH1 inhibitor 0%, LDHA block -1, Glioma ERSR ind -1% and RGS4 inh -10%.
For O=C(/C=C/c1cccnc1)c1ccc(F)c(F)c1 the results were Vif-A3F inh 16%, USP1-UAF1 inh -4%, TrxR1 substrate 1%, Vif-APOBEC3G blk -10%, rTrxR1 inhibitor inconclusive, mIDH1 inhibitor -1%, LDHA block 3, Glioma ERSR ind 16% and RGS4 inh -49%.
For Cc1cc(C)cc(N(CC(=O)NC2CCCC2)C(=O)CCC(=O)Nc2nc(C)cs2)c1 the results were Vif-A3F inh 7%, USP1-UAF1 inh -11%, TrxR1 substrate 0%, Vif-APOBEC3G blk -5%, rTrxR1 inhibitor inconclusive, mIDH1 inhibitor 7%, LDHA block -5, Glioma ERSR ind 1% and RGS4 inh 0%.
For Cc1ccc2nc(N3CCN(c4ccccc4F)CC3)c3nnnn3c2c1 the results were Vif-A3F inh 1%, USP1-UAF1 inh 16%, TrxR1 substrate -4%, Vif-APOBEC3G blk 4%, rTrxR1 inhibitor -3%, mIDH1 inhibitor 11%, LDHA block -12, Glioma ERSR ind -4% and RGS4 inh 15%.
Screening CSc1ccccc1-c1nnc(-c2ccc(C)cc2)o1 returned Vif-A3F inh -2%, USP1-UAF1 inh -14%, TrxR1 substrate 13%[57.1 µM], Vif-APOBEC3G blk -5%, rTrxR1 inhibitor -6%[57.1 µM], mIDH1 inhibitor 0%, LDHA block -6, Glioma ERSR ind 6% and RGS4 inh -31%.
Cc1cc(Cl)ccc1OCCCC(=O)OCC(=O)c1c(N)n(C)c(=O)n(C)c1=O was read as Vif-A3F inh -10%, USP1-UAF1 inh -11%, TrxR1 substrate -11%, Vif-APOBEC3G blk -7%, rTrxR1 inhibitor 8%, mIDH1 inhibitor -3%, LDHA block -11, Glioma ERSR ind -6% and RGS4 inh -19%.
Screening CN1CC(c2ccccc2)C2(SC(=S)N(Cc3ccco3)C2=O)C12C(=O)Nc1ccccc12 (stereo unspecified) returned Vif-A3F inh 0%, USP1-UAF1 inh -26%, TrxR1 substrate 8%[57.1 µM], Vif-APOBEC3G blk 0%, rTrxR1 inhibitor 5%, mIDH1 inhibitor -1%, LDHA block -9, Glioma ERSR ind -2% and RGS4 inh 5%.
Cc1cc(C)c(NC(=O)C(=O)NCCc2csc(-c3ccc(F)cc3)n2)c(C)c1 was read as Vif-A3F inh 4%, USP1-UAF1 inh -2%, TrxR1 substrate -2%[57.1 µM], Vif-APOBEC3G blk 2%, rTrxR1 inhibitor 24%[57.1 µM], mIDH1 inhibitor -1%, LDHA block -7, Glioma ERSR ind 18% and RGS4 inh 23%.
Screening CCCOC(=O)c1[nH]c2c(c1C)C(=O)CC(c1ccc(OC)c(OC)c1)C2 (stereo unspecified) returned Vif-A3F inh -16%, USP1-UAF1 inh -19%, TrxR1 substrate -8%, Vif-APOBEC3G blk -1%, rTrxR1 inhibitor -6%, mIDH1 inhibitor -11%, LDHA block -7, Glioma ERSR ind 1% and RGS4 inh -10%.
O=C(Nc1ccc(S(=O)(=O)N2CCOCC2)cc1)C1CCN(S(=O)(=O)c2ccccc2)CC1 was read as Vif-A3F inh -30%, USP1-UAF1 inh -17%, TrxR1 substrate -8%, Vif-APOBEC3G blk 0%, rTrxR1 inhibitor 6%, mIDH1 inhibitor 7%, LDHA block -2, Glioma ERSR ind -4% and RGS4 inh -27%.
Screening CC(C)(C)n1nc2c(c1NC(=O)c1cc(Cl)ccc1[N+](=O)[O-])CS(=O)(=O)C2 returned Vif-A3F inh -5%, USP1-UAF1 inh -18%, TrxR1 substrate -6%, Vif-APOBEC3G blk 3%, rTrxR1 inhibitor 5%, mIDH1 inhibitor -2%, LDHA block -1, Glioma ERSR ind -5% and RGS4 inh 10%.
CCCNC(=O)Cn1c(-c2ccc(F)cc2)cc(C(=O)OCC)c1C was read as Vif-A3F inh 2%, USP1-UAF1 inh 6%, TrxR1 substrate 8%[57.1 µM], Vif-APOBEC3G blk 0%, rTrxR1 inhibitor 12%[57.1 µM], mIDH1 inhibitor -6%, LDHA block -11, Glioma ERSR ind -2% and RGS4 inh 34%.
Screening C=C1[C@@H](O)[C@H](CC(C)C)N(Cc2ccccc2Br)S1(=O)=O returned Vif-A3F inh 3%, USP1-UAF1 inh inconclusive, TrxR1 substrate -3%[57.1 µM], Vif-APOBEC3G blk inconclusive, rTrxR1 inhibitor 5µM*, mIDH1 inhibitor 17%, LDHA block -2, Glioma ERSR ind -13%&-12% and RGS4 inh -22%.
`COc1cccc(-c2nc(N3CC(C)CC(C)C3)c3ccccc3n2)c1O` (stereo unspecified) gave Vif-A3F inh 1%, USP1-UAF1 inh -13%, TrxR1 substrate -5%, Vif-APOBEC3G blk 4%, rTrxR1 inhibitor 0%, mIDH1 inhibitor -6%, LDHA block -4, Glioma ERSR ind 4% and RGS4 inh -18%.
Screening O=C(Nc1nnc(SCc2ccccc2)s1)c1cccs1 returned Vif-A3F inh 6%, USP1-UAF1 inh -22%, TrxR1 substrate 15%[57.1 µM], Vif-APOBEC3G blk -1%, rTrxR1 inhibitor 12%[57.1 µM], mIDH1 inhibitor 1%, LDHA block -8, Glioma ERSR ind -2% and RGS4 inh -14%.
For O=C(COc1ccccc1)Nc1sc2c(c1C(=O)Nc1ccccc1Cl)CCCCC2 the results were Vif-A3F inh -7%, USP1-UAF1 inh -14%, TrxR1 substrate -1%, Vif-APOBEC3G blk 0%, rTrxR1 inhibitor 0%, mIDH1 inhibitor 29%, LDHA block -8, Glioma ERSR ind -2% and RGS4 inh -2%.
`Cc1ccc(C(=O)C(C)OC(=O)CNC(=O)c2ccc(Br)o2)cc1` (stereo unspecified) gave Vif-A3F inh 3%, USP1-UAF1 inh -9%, TrxR1 substrate -2%, Vif-APOBEC3G blk 0%, rTrxR1 inhibitor 8%, mIDH1 inhibitor -12%, LDHA block -1, Glioma ERSR ind -2% and RGS4 inh -5%.
`CN(Cc1ccccc1)C(=O)COC(=O)c1cc(NS(=O)(=O)c2cccs2)ccc1O` gave Vif-A3F inh 7%, USP1-UAF1 inh -13%, TrxR1 substrate -4%, Vif-APOBEC3G blk -4%, rTrxR1 inhibitor 7%, mIDH1 inhibitor 8%, LDHA block -2, Glioma ERSR ind 0% and RGS4 inh -7%[56.9 µM].
O=c1c2ccccc2nnn1CCc1ccccc1 was read as Vif-A3F inh -2%, USP1-UAF1 inh -25%, Vif-APOBEC3G blk 0%, mIDH1 inhibitor 1%, LDHA block -4 and Glioma ERSR ind -7%.
Cc1nc2ccccn2c1C(=O)NC1CCCc2ccccc21 (stereo unspecified) was read as Vif-A3F inh -2%, USP1-UAF1 inh -13%, TrxR1 substrate 3%, Vif-APOBEC3G blk 0%, rTrxR1 inhibitor 9%, mIDH1 inhibitor -10%, LDHA block -13, Glioma ERSR ind -3% and RGS4 inh 21%.
`N#C/C(=C\C=C\c1ccccc1)C(=O)N1CCCC1` gave Vif-A3F inh 7%, USP1-UAF1 inh -5%, TrxR1 substrate -1%, Vif-APOBEC3G blk 1%, rTrxR1 inhibitor -5%, mIDH1 inhibitor 6%, LDHA block -9, Glioma ERSR ind 3% and RGS4 inh 11%.
`O=C(Nc1ccccc1)C12CC3CC(C1)CC(n1cnc([N+](=O)[O-])n1)(C3)C2` gave Vif-A3F inh 1%, USP1-UAF1 inh -4%, TrxR1 substrate -6%, Vif-APOBEC3G blk 0%, rTrxR1 inhibitor -3%, mIDH1 inhibitor 2%, LDHA block 6, Glioma ERSR ind -4% and RGS4 inh 23%.
